hcGAS inh = inhibitors of human cGAS | hit rate 0.081% among 290,000 | AID 1259398 | recombinant h-cGAS, ATP depletion, Kinase-Glo luminescence | inhibition, % at 12.5 µM;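 also: 0% = vehicle reaction and 100% = reaction without DNA for no activity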
Target sequence (Q8N884 whole entry, looked up): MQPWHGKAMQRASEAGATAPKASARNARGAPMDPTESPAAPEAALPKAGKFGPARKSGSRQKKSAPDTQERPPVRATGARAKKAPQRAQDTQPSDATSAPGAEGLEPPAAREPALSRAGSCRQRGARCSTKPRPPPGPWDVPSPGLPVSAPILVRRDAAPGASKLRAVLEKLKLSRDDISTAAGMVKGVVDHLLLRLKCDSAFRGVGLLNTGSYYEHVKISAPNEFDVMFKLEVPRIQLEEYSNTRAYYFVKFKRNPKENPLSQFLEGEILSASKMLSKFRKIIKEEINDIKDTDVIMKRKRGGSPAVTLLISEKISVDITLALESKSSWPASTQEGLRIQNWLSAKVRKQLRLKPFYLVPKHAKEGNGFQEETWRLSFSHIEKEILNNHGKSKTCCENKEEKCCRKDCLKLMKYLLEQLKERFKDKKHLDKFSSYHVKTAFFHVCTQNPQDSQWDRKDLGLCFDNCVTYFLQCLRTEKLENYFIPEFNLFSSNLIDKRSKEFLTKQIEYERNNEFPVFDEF
NPYLR7 ag = activates Aedes aegypti NPYLR7 receptor; HEK293T NPYLR7/Galpha15, GCaMP6s calcium fluorescence; activation, % at 10 µM; hit rate 0.15% among 270,000; in the data active = activation above about 40%;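 also: 0% = vehicle and 100% = reference agonist at the receptor; some compounds past the cut are filed as inactive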
mcGAS lum = inhibitors of mouse cGAS. recombinant cGAS, Kinase-Glo ATP depletion luminescence. inhibition, % at 12.5 µM. hit rate 0.15% among 160,000. Q8C6L5. AID 1259399;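 also: 0% = negative control wells and 100% = reference inhibitor with no enzyme activity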
* = called active by the depositor; x = not tested or not shown; & = joins results of further samples. Rule as the data show it, unless noted: active = inhibition above about 40%; inactive = the rest.

SMILES	hcGAS inh	NPYLR7 ag	mcGAS lum
CCn1c(CCNC(=O)C(C)C)nc2ccccc21	-1	5	x
Fc1ccc(CNCc2ccc3c(c2)OCO3)c(F)c1	-2	2	x
CCn1c(Cn2ccnc2)nnc1C1CCN(C(=O)CC2CCCC2)CC1	-15	x	-7
CCN(CC)C1CCN(C(=O)CCn2nnnc2CN2CCOCC2)C1 (stereo not given)	-8	8	x
CC#C[C@]1(O)CC[C@H]2[C@@H]3CCC4=CC(=O)CCC4=C3[C@@H](c3ccc(N(C)C)cc3)C[C@@]21C	-2&-3&-1	0&-2&1	-5&-5
O=C(N=c1sccn1Cc1ccccc1)c1c[nH]c2ncccc12	2	-3	x
CC(C)(C)N(Cc1ccccc1)C(=O)CCc1ccccc1	6	-6	x
COc1cccc(-c2nnc(SCc3ccc(C(=O)NCc4ccco4)cc3)n2-c2ccccc2F)c1	-1	x	-6
CCCc1c(C(=O)N(C)C)cnn1-c1ccc(Cl)c(Cl)c1	-5	24	-5
Cc1ccc(CCOC(=O)c2ccc(C#N)cn2)cc1	-8	17	-18
COc1ccc(C(C)=O)cc1Cn1c(C)c(C(=O)NC2CCCC2)sc1=O	-1	-11	x
CCN(CC)C(=O)c1cc(-c2ccccc2OC)nc2cc(C(C)(C)C)nn12	0	-12	-2
COc1ccc(CCn2ccc3c(nnc4ccnn43)c2=O)cc1	-8	20	x
O=C1C(=O)N(CCN2CCOCC2)C(c2ccncc2)C1=C(O)c1ccc(Cl)cc1 (stereo not given)	0	1	-5
CO/N=C(/C(=O)NCCc1ccc(F)cc1)c1csc(NC=O)n1	-10	-11	-4
CCC(C)C(NS(=O)(=O)c1ccc(C)cc1)C(=O)Nc1nnc(-c2ccc(N(C)C)cc2)s1 (stereo not given)	-4	7	-4
CCc1nc2ccc(C(=O)NC(C)(C)C)cn2c1N(C)Cc1ccc(OC)cc1	-2	-10	-5
O=C(CN1CCN(C(=O)CN2CCOCC2)CC1)Nc1cccc([N+](=O)[O-])c1	-11	-3	x
Cc1cccc(Cn2c(C(=O)N3CCC(Cc4ccccc4)CC3)cc3ccsc32)c1	1	x	-4
CCN(CC(=O)Nc1cc(C(C)(C)C)nn1-c1ccc(F)cc1)C(=O)Nc1ccc(Br)cc1	-5	-5	-3
O=C(c1ccc(-c2ccoc2)nc1)N1CCC(Oc2cccnc2)CC1	-1	23	x
COc1ccc2[nH]c3c(c2c1)CCN(C(=O)c1ccccn1)C3c1ccc(OCc2ccccc2)cc1 (stereo not given)	-17	10	-9
CN(C)c1cccc(C(NC(=S)Nc2c(Cl)cccc2Cl)c2ccc(S(C)(=O)=O)cc2)c1 (stereo not given)	-6	-9	x
Cc1ccc(CN(C(=O)[C@@H]2C[C@H]2c2ccccc2)C2CC2)s1	-1	-6	x
O=C(Nc1ccccc1)C1CCCN(Cn2nnn(C3CCCCC3)c2=S)C1 (stereo not given)	-4	4	x
CCOC(=O)c1c(NC(=O)c2ccc(F)cc2)sc2c1Cc1ccccc1-2	-6	5	-7
O=C1NC(=S)N/C1=C/c1ccc(OC(=O)c2ccc(F)cc2)cc1	-2	3	-5
O=C(Nc1ccc(-n2nccn2)cc1)N1CCN2CCCCC2C1 (stereo not given)	-12	7	x
CCCCc1[nH]nc2ccnc(-c3ccc(OC)c(OC)c3)c12	-3	3	-8
Cc1ccc(F)cc1CC(=O)NC(C)c1nc(C(C)C)no1 (stereo not given)	-5	3	-15
COc1ccccc1C(=O)Nc1cccc(-c2nc3cc(C)ccc3o2)c1C	-1	12	-3
C=C(C)CNC(=S)NNC(=O)CCn1c2ccccc2c2ccccc21	-10	0	x
CCOC(=O)C1=C(C)N=c2sc(=C3C(=O)N(C)c4ccccc43)c(=O)n2C1c1ccccc1OC (stereo not given)	6	2	-3
Cc1ccc(-c2cnn3c(NCC(C)C)cc(C)nc23)cc1	-12	2	-7
Cc1cccn2c(=O)nc(SCC(=O)c3ccc(Cl)cc3)nc12	-10	6	x
CCCn1ncc(C(=O)NCc2cnn(-c3ccccc3C)c2)c1C	-2	3	-14
CCN(CC)CCOC(=O)C(c1ccccc1)C1CCCCC1 (stereo not given)	-3&2&-5	5&-10&-2	-5
CCCN(CCc1ccccn1)C(=O)c1cc(C)on1	2	-1	x
COc1ccccc1NC(=O)C(C)Sc1nc(C)cc(N)n1 (stereo not given)	-3	2	x
CC1=NN(c2ccccc2)C(=O)/C1=C/c1ccc(Cl)cc1	-1	18	2
CC(=O)c1c(C)[nH]c(C(=O)C(C)OC(=O)c2c(F)cccc2F)c1C (stereo not given)	-15	10	-8
COc1cccc(-c2ccc3c(c2)CCCN3C(C)=O)c1OC	-5	0	x
CCc1nc2n(n1)C(=O)C(C(c1ccc(C(F)(F)F)cc1)N1CCN(CCO)CC1)S2 (stereo not given)	-4	-2	-5
O=C(Cc1noc2ccccc12)NCC1CCCN1Cc1ccccc1 (stereo not given)	-5	7	x
O=C(C=Cc1ccc(Br)o1)OCn1nnc2ccccc2c1=O	-7	1	-5
O=[N+]([O-])c1cc2c3c(c1)C1C=CCC1C(c1ccccc1)N3CC1CC=CC21 (stereo not given)	-3	-16	x
CC(NS(=O)(=O)Cc1cccc(C(F)(F)F)c1)c1cccc(Br)c1 (stereo not given)	-3	-2	x
O=C(O)c1cc(C=CC(=O)c2cc(Cl)ccc2O)c2c(c1)COCO2	1	-4	x
CC(=O)Oc1c(C)cc(CNC2CCN(S(C)(=O)=O)CC2)cc1C	-5	-2	-11
CCc1cccc(CC)c1NC(=O)CS(=O)(=O)Cc1cc(=O)n2ccsc2n1	-6	10	x
CS(=O)(=O)c1ccc(CC(=O)N(Cc2ccccn2)c2nc3ccc([N+](=O)[O-])cc3s2)cc1	-8	5	x
O=C(CC1C=CCC1)N1CCN(Cc2cccc(-c3noc(-c4cccc(Cl)c4)n3)c2)CC1 (stereo not given)	-3	-6	-4
CCc1nc2c(OCCc3cccc(OC)c3)cccn2c1N(C)C(=O)c1ccc2c(c1)OCO2	-1	-9	-2
COc1ccc(CN2CCCn3cccc3C2c2ccc(C(F)(F)F)cc2)c(OC)c1OC (stereo not given)	-7	-3	-5
COc1ccc(Oc2c(CN(CC(C)C)CC(O)c3ccccc3)c(-c3ccccc3)nn2C)cc1 (stereo not given)	4	-6	-1
O=C(CN1C(=O)N(c2ccccc2)S(=O)(=O)c2ccccc21)c1ccc(Br)s1	-2	6	x
O=C(CN1CCCN(C(=O)c2ccc(F)cc2)CC1)N1CCc2ccccc2C1	-7	-2	x
CCOC(=O)C1CCN(/C=C2\Oc3cc(O)ccc3C2=O)CC1	-3	-11	-8
CCOC(CNC(=O)c1c(O)nc2c(C)cccn2c1=O)OCC	-9	-2	-8
Cn1c(=O)c2c(SCc3ccccc3F)nc(C3CC3)nc2n(C)c1=O	-5	7	x

2 compounds from above with just hcGAS inh and NPYLR7 ag:
Molecule,hcGAS inh,NPYLR7 ag
Cc1ccc(CCOC(=O)c2ccc(C#N)cn2)cc1,-8,17
COc1ccc(C(C)=O)cc1Cn1c(C)c(C(=O)NC2CCCC2)sc1=O,-1,-11

The results go on:
SMILES	hcGAS inh	NPYLR7 ag	mcGAS lum
Cc1occc1SCc1csc(Cc2ccc(F)cc2Cl)n1	0	5	0
Cc1noc(C)c1C(=O)N1CCCN(Cc2cc(=O)c(OCc3ccc(C(C)(C)C)cc3)co2)CC1	-5	22	-9
COCC(=O)N1CCN(C)CC1C(=O)N(C)Cc1csc(C(C)C)n1 (stereo not given)	-9	x	-3
C#Cc1cccc(NC(=O)N2CCN(C(C)C)CC2)c1	-2	5	x
O=c1cc(-c2ccccc2)nc2sc(Br)nn12	-3	9	x
C=CCN1C(=O)C(=O)N(CC(=O)c2cc(C)n(CCCOC)c2C)C1=O	1	1	x
CS(=O)(=O)N1CCCC(C(=O)NCC2CC2)CCNC(=O)CC1 (stereo not given)	-8	x	-4
Cc1cc(C)n(CC(C)NC(=O)c2cn(CCC3CCCCC3)nn2)n1 (stereo not given)	-4	11	x
Cc1ccc(C(=O)N(Cc2cccnc2)c2nc3cc4c(cc3s2)OCCO4)cc1	-1	-5	-8
CCC(=O)N1CCN(c2cc(Cl)nc(SCC(=O)Nc3ccc(F)cc3)n2)CC1C (stereo not given)	-6	-1	-6
CN(Cc1ncc[nH]1)c1nccc(C2CCCC2)n1	-2	22	x
COc1ccc(CNC(=O)c2cccnc2N2CCN(C(=O)c3ccccn3)CC2)cc1	4	-5	1
C=CCN1CCC(C(=O)NC(c2ccccn2)c2ccccc2OC)CC1 (stereo not given)	-5	6	-4
COc1ccc(C2(C(=O)N3CC(c4ccncc4)C3)CC2)cc1	-5	1	x
CCCCCCCCC(=O)N(CCOC)C(C)C(=O)c1c(C)[nH]c(C(=O)OCC)c1C (stereo not given)	-5	16	-5

Rewritten bar-delimited: part of the list above.
SMILES | hcGAS inh | NPYLR7 ag | mcGAS lum
Cn1c(=O)c2c(SCc3ccccc3F)nc(C3CC3)nc2n(C)c1=O | -5 | 7 | x
Cc1occc1SCc1csc(Cc2ccc(F)cc2Cl)n1 | 0 | 5 | 0
Cc1noc(C)c1C(=O)N1CCCN(Cc2cc(=O)c(OCc3ccc(C(C)(C)C)cc3)co2)CC1 | -5 | 22 | -9
COCC(=O)N1CCN(C)CC1C(=O)N(C)Cc1csc(C(C)C)n1 (stereo not given) | -9 | x | -3
C#Cc1cccc(NC(=O)N2CCN(C(C)C)CC2)c1 | -2 | 5 | x
O=c1cc(-c2ccccc2)nc2sc(Br)nn12 | -3 | 9 | x
C=CCN1C(=O)C(=O)N(CC(=O)c2cc(C)n(CCCOC)c2C)C1=O | 1 | 1 | x
CS(=O)(=O)N1CCCC(C(=O)NCC2CC2)CCNC(=O)CC1 (stereo not given) | -8 | x | -4
Cc1cc(C)n(CC(C)NC(=O)c2cn(CCC3CCCCC3)nn2)n1 (stereo not given) | -4 | 11 | x
Cc1ccc(C(=O)N(Cc2cccnc2)c2nc3cc4c(cc3s2)OCCO4)cc1 | -1 | -5 | -8
CCC(=O)N1CCN(c2cc(Cl)nc(SCC(=O)Nc3ccc(F)cc3)n2)CC1C (stereo not given) | -6 | -1 | -6
CN(Cc1ncc[nH]1)c1nccc(C2CCCC2)n1 | -2 | 22 | x
COc1ccc(CNC(=O)c2cccnc2N2CCN(C(=O)c3ccccn3)CC2)cc1 | 4 | -5 | 1
C=CCN1CCC(C(=O)NC(c2ccccn2)c2ccccc2OC)CC1 (stereo not given) | -5 | 6 | -4
COc1ccc(C2(C(=O)N3CC(c4ccncc4)C3)CC2)cc1 | -5 | 1 | x
CCCCCCCCC(=O)N(CCOC)C(C)C(=O)c1c(C)[nH]c(C(=O)OCC)c1C (stereo not given) | -5 | 16 | -5

(next part)
SMILES	hcGAS inh	NPYLR7 ag	mcGAS lum
Cc1cccc(COC(CN2CCN(S(=O)(=O)c3cc(C)ccc3F)CC2)c2ccc(Cl)cc2)c1 (stereo not given)	-1	x	-5
CCC(C)C(NC(=O)c1cccc(-c2ncon2)c1)C(N)=O (stereo not given)	1	3	x
CC(C)=CC(=O)NCc1cccc(COC(C)C)c1	1	-1	x
Cn1c(C2CC2)nc2c1CCN(CC1(O)CCCCC1)C2	0	-25	x
CCOC(=O)CSc1nc2c(-c3ccccc3)c[nH]c2c(=O)n1-c1ccccc1	-2	2	-8
COc1cc(-c2nccc3n[nH]c(C4CC4)c23)ccc1O	-2	0	-1
Cc1nc(CNC(=O)c2cc(CC(C)C)nn2C)cs1	5	-5	x
COc1ccccc1C=CC=Nn1c(C)nnc1C	-4	-7	-5
Cn1ncc(NCc2ccc(OCc3cccc(F)c3)cc2)c(Cl)c1=O	-4	3	x
Cc1ccc(C2(O)CCN(Cc3nccn3C(C)C)CC2)nc1	-2	18	x
Cc1cc(Br)ccc1NC(=O)CN(C)Cc1cc(Cl)cc2c1OCOC2	-10	5	x
c1cncc(-c2nc3c(c(NCCc4c[nH]c5ccccc45)n2)CNC3)c1	-6	9	x
COc1ccc(C(=O)N2CCC(n3cnc4ccc(C)cc43)CC2)cc1	-6	x	-6
COCCNC(=O)c1ccccc1N1CCC(NC(=O)c2ccc(Cl)cc2Cl)CC1	-2	1	-4
Cc1nonc1C(=O)N1CC[C@H]2NCCC[C@]2(CO)C1	-4	x	4
CC1=CC(C)(C)N(C(=O)Nc2ccccc2)c2cc(C)c(C)cc21	-5	1	x
COC(=O)Cn1c(=NC(=O)c2ccnn2C(C)C)sc2cc(F)cc(F)c21	-10	x	-9
CC1(C)CC(NC(=O)c2cccn2Cc2cccs2)CC(C)(C)N1	-4	13	x
CCNC(=O)N1CCN(Cc2nc[nH]c2C)[C@@H]2CS(=O)(=O)C[C@@H]21	-5	x	-4
Cc1ccsc1CN(Cc1ccc(F)cc1)C(=O)CN(C(=O)c1ccc(Cl)c([N+](=O)[O-])c1)C1CCCCC1	-5	1	-6
COC(=O)c1ccc(CSc2nnc(SCc3ccc(C(=O)OC)o3)s2)o1	-4	-1	-3
CC1CCCCN1CCCNC(=O)C(C1CCCC1)N1CCN(C(=O)c2ccc(Cl)cc2Cl)CC1 (stereo not given)	-7	-2	-5
NC(=O)C[C@H]1c2cccnc2C(=O)N(Cc2ccccc2)[C@@H]1C(N)=O	6	3	0
CCOC(=O)N1CCN(C2CCCN(Cc3c(C)cc(C)cc3-n3cccn3)C2)CC1 (stereo not given)	0	x	-2
CCOC(=O)c1c(NC(=O)C(C)OC(=O)C2=COCCO2)sc2c1CCCC2 (stereo not given)	-2	9	x
COC(=O)c1ccccc1NC(=O)N1CCC(Cc2ccc(-n3cccc3)cc2)CC1	-8	3	-7
CCOC(=O)c1cc(-c2ccc(N3CCN(C(=O)Cc4cccs4)CC3)cc2)n(-c2ccccc2C)n1	3	-6	2
O=C1CCC(C(=O)N2CCCN(C(=O)c3ccco3)CC2)CN1Cc1ccc(Cl)cc1 (stereo not given)	-6	22	x
